# Bioassay records from PubChem BioAssay.
# GAA spleen mod = lysosomal alpha-glucosidase (human) modulation | hit rate 0.006% among 240,000 | AID 2112 | human spleen homogenate, 4-MU-alpha-glucoside fluorescence | Potency, µM (titrated, usually from 79.9 µM), for inactives: at the highest dose activity change, negative = inhibition, most hits filed as inhibitors;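 also: 0% = enzyme with vehicle and -100% = no enzyme basal signal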
#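 Compounds were titrated against alpha-glucosidase in spleen homogenate at pH 5.0, with 1 mM 4-methylumbelliferyl substrate for 40 min at 37 C. Reactions were quenched with pH 10 NaOH/glycine and fluorescence measured.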
# Tau fibril FP = inhibitors of human tau fibril formation | K18 P301L tau heparin fibrillization, Alexa594 FP, 6 h | hit rate 0.39% among 280,000 | AID 1468 | Potency, µM (series often up to 57.7 µM), for inactives: at the top dose activity, negative = inhibition, most hits filed as inhibitors; also: % is scaled to controls: 0 for no effect and ±100 for the full control effect; nearly all actives have a fitted effect of over 55% in size
# Target sequence (P10636 561-689 P618L limits assumed): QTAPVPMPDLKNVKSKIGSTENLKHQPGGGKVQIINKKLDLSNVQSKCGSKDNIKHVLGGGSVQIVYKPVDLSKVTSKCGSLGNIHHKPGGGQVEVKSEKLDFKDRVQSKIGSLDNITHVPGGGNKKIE
#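 Read-out: fluorescence polarization of Alexa 594-labeled tau (0.24 uM), 555 nm excitation, 632 nm emission. Mixtures held 15 uM unlabeled K18 P301L, compound and 20 uM heparin, pH 7 acetate buffer, incubated 6 hr at 37 C.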
# GAA glycogen mod = inhibitors or activators of human alpha-glucosidase glycogen cleavage; recombinant GAA, glycogen substrate, Amplex Red glucose oxidase fluorescence; Potency, µM (doses to about 76.4 µM), for inactives: at the highest dose activity change, negative = inhibition, actives largely listed as inhibitors; hit rate 0.38% among 300,000; AID 2100;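 also: 0% = full enzyme reaction and -100% = no-enzyme basal signal; the screen sought inhibitors and activators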
#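 Recombinant enzyme (4 nM final) with compounds titrated up to 77 uM and bovine liver glycogen (30 ug) in citrate pH 5.0, 0.01% Tween-20, 37 C 40 min. Released glucose detected by Amplex Red/glucose oxidase (Ex 573/Em 610); AC50 from Hill fits.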
# aGal spleen mod = inhibits or activates alpha-galactosidase in human spleen homogenate; human spleen homogenate, 4MU-alpha-Gal fluorescence, 40 min; Potency, µM (titrated, usually from 80 µM), without a hit: top-dose activity change, negative = inhibition, usual class: inhibitors; hit rate 0.008% among 240,000; AID 2107;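 also: 0% = enzyme with vehicle and -100% = no enzyme basal signal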
# Target sequence (P06280 32-429 limits assumed): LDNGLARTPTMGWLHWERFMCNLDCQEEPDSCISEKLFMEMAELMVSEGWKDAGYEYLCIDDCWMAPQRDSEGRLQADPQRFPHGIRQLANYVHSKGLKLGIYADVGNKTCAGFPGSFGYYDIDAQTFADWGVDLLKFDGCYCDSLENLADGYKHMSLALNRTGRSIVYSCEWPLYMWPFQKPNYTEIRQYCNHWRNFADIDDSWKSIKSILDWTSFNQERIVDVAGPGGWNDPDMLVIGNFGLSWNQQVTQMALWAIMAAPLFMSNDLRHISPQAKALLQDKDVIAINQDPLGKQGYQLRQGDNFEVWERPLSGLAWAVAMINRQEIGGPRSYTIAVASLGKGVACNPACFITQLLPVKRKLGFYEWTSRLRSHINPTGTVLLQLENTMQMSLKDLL
#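 Human spleen homogenate (1 ug) was the enzyme source, with 4-methylumbelliferyl-alpha-D-galactopyranoside (1 mM final) in pH 5.0 citrate buffer with 0.01% Tween-20. Compounds were titrated; after 40 min at 37C, NaOH/glycine stop, 4-MU fluorescence read; AC50 from Hill fits.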
# HTT ATP protect = cytoprotection in Huntington HTT-Q103 PC12 cell model. Potency, µM (top dose mostly 56.4 µM), inactives show cytoprotection (ATP increase), hits mostly activators. hit rate 0.14% among 230,000. PC12 HTT-Q103 induced, cytoprotection, ATP luminescence, 40 h;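 also: % of control where 0% means no effect; nearly all actives have a fitted effect of over 45% in size; toxic huntingtin expression switched on by the ecdysone agonist tebufenozide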
#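 ATP quantification (ATPlite) reports survival of PC12 cells in which tebufenozide, 100 nM final, switches on Htt exon 1 with 103 glutamines linked to GFP; compounds are titrated.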
# Tau fluor counter = counter-screen for tau fibril formation inhibitors; tau K18 P301L Alexa594 fluorescence, heparin fibrillization; Potency, µM (highest dose often 57.7 µM), for inactives: at the highest dose activity change, negative = decrease; hit rate 0.93% among 280,000; AID 1463; also: % is scaled to controls: 0 for no effect and ±100 for the full control effect; nearly all actives have a fitted effect of over 55% in size
#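 Human K18 P301L tau (15 uM unlabeled plus 0.24 uM Alexa 594-labeled, final) in 100 mM sodium acetate pH 7 was mixed with compound and 20 uM heparin and incubated 6 hr at 37 C.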
# GAA inh = alpha-glucosidase (human) inhibition; P10253; purified human GAA, 4-MU-alpha-glucoside fluorescence; Potency, µM (titrated, usually from 76.9 µM), inactives show top-dose activity change, negative = inhibition, hits mostly inhibitors; hit rate 0.005% among 200,000; AID 1466;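 also: plate controls were uninhibited enzyme wells for no effect and no-enzyme background for full effect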
#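 Activity normalized between no-enzyme (basal) and enzyme-only wells. Conditions: 4 nM human enzyme, 400 uM fluorogenic substrate, citrate/phosphate pH 5.0 with Tween-20, 20 min room temperature, compounds up to 77 uM.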
# Tau ThT inhib = inhibitors of human tau fibril formation, thioflavin T binding. recombinant tau K18 P301L, heparin-induced fibrillization, ThT fluorescence. Potency, µM (titrated, usually from 57.4 µM), without a hit: at the highest dose activity, negative = inhibition, actives largely listed as inhibitors. hit rate 2.1% among 270,000. AID 1460; also: % is scaled to controls: 0 for no effect and ±100 for the full control effect; nearly all actives have a fitted effect of over 55% in size
#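 ThT emission at 510 nm, taken 1 hr after adding 30 uM dye, quantifies aggregates formed when 20 uM heparin acts on human tau K18 P301L for 6 hr at 37 C.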
# Starred values were filed as active, the others as inactive; ? = inconclusive; · = not tested or not shown; & = joins results of further samples; [ ] = dose if it differs, or a comment. Calls follow the shape of the dose curve; as a rule, active = well fitted curve in the direction sought with a large enough effect; inconclusive = small, poorly fitted or top-dose-only effect, or another doubt; inactive = no such curve, though single readings can be large; an effect the other way counts as inactive or inconclusive. Potency is read from the fitted curve at half-maximal effect.
SMILES,GAA spleen mod,Tau fibril FP,GAA glycogen mod,aGal spleen mod,HTT ATP protect,Tau fluor counter,GAA inh,Tau ThT inhib
Cc1ccc(S(=O)(=O)N2CCC(=O)N(C(COCc3ccc(Cl)cc3)Cc3ccccc3)CC2)cc1 (stereo unspecified),-12%,11%,-11%,-1%,·,-12%,8%[15.4 µM],-6%
CC(=O)c1ccc(NC(=O)C2CCCN2S(=O)(=O)c2ccc(C)cc2)cc1 (stereo unspecified),-1%,0%,-1%,-1%,2%,-8%,5%,-3%
O=C(O)/C=C/C(=O)c1ccc(O)cc1,-6%,?,10%,-9%,0%[10 µM],-7%,0%[15.4 µM],?
CCc1ccc(S(=O)(=O)Nc2c(C)nn(C)c2C)cc1,-3%,5%,-3%,5%,-21%,2%,1%,2%
CCC(=O)NNc1nc2c(F)cc(F)cc2s1,3%,-2%,·,1%,·,-2%,-6%,4%
CCN(CC)C(=O)c1sc2nc(-c3ccc(OC)cc3)cn2c1C,-4%,-6%,4%,-10%,-31%,-10%,-5%,?
CCN(C(=N)N=C(N)N)c1ccccc1,11%,5%,12%,-1%,·,-7%,0%,-7%
COc1ccc(Cc2n[nH]c(=S)n2Cc2ccccc2)cc1Cl,-1%,-3%,-21%,-7%,-64%,-2%,5%,4%
CC(=O)OCOC(=O)CN(CC(=O)OCOC(C)=O)c1ccccc1OCCOc1ccccc1N(CC(=O)OCOC(C)=O)CC(=O)OCOC(C)=O,-1%,0%,·,13%,·,-5%,·,-16%
Cc1c(N=C2C=C(Br)C(=O)C(Br)=C2)c(=O)n(-c2ccccc2)n1C,1%,25µM*,?,3%,12%[10 µM],16µM*[quencher],-7%,16µM*
Cc1ccc(-c2n[nH]c(=S)n2/N=C/C=C\c2ccccc2[N+](=O)[O-])cc1,7%,0%,-14%,5%,28%,?,-1%,?
CCc1ccc(CCC(=O)Nc2ccc(C)cc2C)o1,-4%,7%,4%,1%,20%,1%,-1%,-6%
COc1ccc(-n2c(=O)c3c(C)c(C)sc3n(Cc3cccc(F)c3)c2=O)c(OC)c1,-3%,-3%,-2%,-3%,2%,-18%,-4%,-18%
O=C(N/N=C/c1ccc([N+](=O)[O-])o1)c1sc2ccccc2c1Cl,3%,-4%,4%,6%,2%[10 µM],?,·,3.5µM*
CC(=O)Oc1cc2oc(=O)cc(C)c2cc1Cl,?,2%,-3%,?,26%[10 µM],4%,·,-16%
CC1=Nc2cccc3cccc(c23)N1,3%,?,14µM*,-3%,-29%,?,-5%,22µM*
O=C(NCc1ccccc1Cl)c1ccc2nc[nH]c2c1,0%,1%,1%,6%,12%[1.9 µM],-2%,-9%,1%
O=C(COC(=O)/C=C/c1ccc(OC(F)F)cc1)Nc1ccc(S(=O)(=O)N2CCCC2)cc1,-3%,?,0%,-3%,?,?,-11%,2%
COc1cc2oc(=O)cc(-c3ccc(-c4ccc(C)cc4)cc3)c2c(OC)c1OC,2%,-9%[81.3 µM],·,4%,-54%[inhibitor],-18%[81.3 µM],·,-17%[81.4 µM]
C/C(=N\NC(=O)c1nc2ccccn2c1C)c1cccc([N+](=O)[O-])c1,7%,-4%,7%,2%,8%[10 µM],-7%,-1%,?
Nc1ccc2c(c1)C(=O)C(=O)c1ccccc1-2,2%,4%,8%,7%,-99%[inhibitor][10 µM],-4%,2%,-2%
CCCOc1ccccc1C(=O)N1CCC(c2nc3ccccc3s2)CC1,·,5%,11%[76.3 µM],·,·,-3%,·,-12%
COC(=O)Cc1ccc(NC(=S)NCCCN2CCOCC2)cc1,5%,2%,7%,-5%,-20%,-4%,6%,-6%
O=C(N/N=C\c1ccc[nH]1)C1COc2ccccc2O1 (stereo unspecified),-3%,10%,-9%,0%,16%[10 µM],16%,·,·
CCN(CC)c1ncnc2sc(C(=O)N3CCN(c4ccc(OC)cc4)CC3)c(C)c12,7%,2%,6%,8%,3%[1.9 µM],-9%,-7%,-17%

# Reformatted: entries from further up
# Fields – GAA spleen mod	Tau fibril FP	GAA glycogen mod	aGal spleen mod	HTT ATP protect	Tau fluor counter	GAA inh	Tau ThT inhib
COC(=O)Cc1ccc(NC(=S)NCCCN2CCOCC2)cc1
  5%	2%	7%	-5%	-20%	-4%	6%	-6%
Cc1ccc(-c2n[nH]c(=S)n2/N=C/C=C\c2ccccc2[N+](=O)[O-])cc1
  7%	0%	-14%	5%	28%	?	-1%	?
CCN(CC)c1ncnc2sc(C(=O)N3CCN(c4ccc(OC)cc4)CC3)c(C)c12
  7%	2%	6%	8%	3%[1.9 µM]	-9%	-7%	-17%
C/C(=N\NC(=O)c1nc2ccccn2c1C)c1cccc([N+](=O)[O-])c1
  7%	-4%	7%	2%	8%[10 µM]	-7%	-1%	?
CC(=O)c1ccc(NC(=O)C2CCCN2S(=O)(=O)c2ccc(C)cc2)cc1 (stereo unspecified)
  -1%	0%	-1%	-1%	2%	-8%	5%	-3%

# Next section.
SMILES,GAA spleen mod,Tau fibril FP,GAA glycogen mod,aGal spleen mod,HTT ATP protect,Tau fluor counter,GAA inh,Tau ThT inhib
Cc1cnn(-c2cc(N/N=C/c3ccccc3)ncn2)c1,-2%,-12%,8%,-5%,-27%,0%,-2%,2%
O=C(Nc1ccc(S(=O)(=O)NCc2ccco2)cc1)c1ccc2ccccc2n1,-3%,?,1%,-1%,7%[10 µM],?,-2%,-14%
N#C/C(=C/c1ccc(N2CCOCC2)o1)C(=O)N1CCOCC1,1%,-5%,-5%,4%,-1%[10 µM],-8%,?,?
CCNc1nc(OCC)nc(N2CCC(Cc3ccccc3)CC2)n1,-6%,-3%,-6%,2%,-7%[1.9 µM],-4%,-5%,?
CC1CCN(c2nnc(NC(=O)Cn3c(=O)oc4ccccc43)s2)CC1,7%,8%,-24%,13%,-45%[inhibitor],-8%,-6%,-9%
COCCn1c(C)cc(C(=O)CN2C(=O)NC3(CCCCCCC3)C2=O)c1C,-18%,12%,2%,-8%,-27%,3%,-7%,-5%
Cc1ccc(NC(=O)N(C2CCCCC2)C(C)c2cccnc2)cc1C (stereo unspecified),5%,4%,8%,9%,-16%,-13%,-8%,-11%
O=C1N/C(=N\N=C\c2cccs2)SC1Cc1cccc(Cl)c1 (stereo unspecified),2%,4%,2%,8%,·,3%,-1%,4%
O=C(C(=S)N1CCOCC1)c1c[nH]c2ccccc12,-2%,-2%,-5%,6%,-1%[10 µM],-1%,-3%,-17%
COc1cc(N=Nc2ccccc2C(=O)O)ccc1O,-3%,1%,?,-1%,4%[10 µM],-12%,·,7.1µM*
COc1ccc(-c2ccc(=N)n(CCCC(=O)O)n2)cc1,-2%&-4%,-3%&-14%,·,9%&-7%,-9%&1%,-2%&-9%,·,-3%&-4%
CCc1ccc2oc(-c3ccc(NC(=O)c4cccc(Cl)c4Cl)cc3)nc2c1,·,?,17%[76.3 µM],·,·,-27%,·,-16%
O=C(CSC1=NNC(c2ccccn2)S1)Nc1cccc(Cl)c1 (stereo unspecified),-3%,4%,-8%,-2%,16%[10 µM],-8%,·,·
Cc1cccc2sc(N(CCCN(C)C)C(=O)c3ccc(Cl)s3)nc12,1%,?,-11%,-4%,-40%[inhibitor],?,-11%,-9%&-4%
O=C(c1ccc(C(F)(F)F)cc1)N1CCC(c2nc(-c3ccc(S(=O)(=O)N4CCCC4)cc3)no2)CC1,·,-4%,-14%[76.3 µM],·,·,-14%,·,-3%
COc1ccccc1-c1cc(C(F)(F)F)nc(S(=O)(=O)CCCC(=O)NCc2ccc(F)cc2)n1,3%,7%,-3%,1%,-182%[inhibitor],9%,?,1%
O=C(COC(=O)C1CCCN1C(=O)c1cccs1)Nc1ccc2c(c1)OCO2 (stereo unspecified),1%,4%,8%,-2%,-21%[10 µM],-9%,-4%,-10%
Cc1ccc(NC(=O)Cn2ccc([N+](=O)[O-])n2)cc1C,-1%,-4%,9%,0%,4%[10 µM],-12%,-1%,-10%
COc1cc2c(cc1OC)C(COc1ccc3c(C)cc(=O)oc3c1)N(C(=O)c1cccc(OC)c1OC)CC2 (stereo unspecified),·,-1%,10%[76.3 µM],·,·,-14%,·,-14%
CN(C)C(CNC(=O)c1cccc(S(=O)(=O)N(C)C)c1)c1ccccc1 (stereo unspecified),-10%,-1%,5%,-14%,-17%,-9%,-4%,4%
Cc1ccc(CN2C(=O)C(O)(CC(=O)c3ccc(C)cc3)c3ccccc32)cc1 (stereo unspecified),·,2%,-15%[76.3 µM],·,·,-15%,·,?
CC1(OC(=O)CCc2ccccc2)C(=O)C=C2C=C(c3ccc(C#N)cc3)N(C3CC3)C=C2C1=O (stereo unspecified),-1%[17.4 µM],?,-3%,6%[17.5 µM],-32%&8%[inhibitor][10 µM],-19%[11.6 µM],·,?
CC(=O)Nc1ccccc1OCC(=O)NCC(F)(F)F,-4%,-9%,5%,-11%,-20%,-3%,10%,1%
O=C1NCC2=C1C(c1ccccc1)Nc1ccccc1N2 (stereo unspecified),7%,-12%,-8%,-6%,-7%,-23%,-6%,?
O=C(O)c1ccc(/C=N/O)cc1,-5%,0%,2%,-6%,16%[10 µM],5%,·,0%
SMILES,GAA spleen mod,Tau fibril FP,GAA glycogen mod,aGal spleen mod,HTT ATP protect,Tau fluor counter,GAA inh,Tau ThT inhib
COCc1nc2ccccc2n1Cc1ccc(Br)cc1,-13%,-1%,-4%,-9%,1%[0.074 µM],-8%,-8%,-12%
CN(CCCC(=O)NC1CC(C)(C)NC(C)(C)C1)S(=O)(=O)c1ccc([N+](=O)[O-])cc1,5%,-2%,8%,-5%,-13%,-10%,5%,-9%
O=C(c1ccc(Cl)nc1)N1CCc2ccccc2C1,-16%,-4%,4%,-3%,6%[10 µM],-7%,-4%,-13%
Cc1cccc(-n2ncc3c(N4CCOCC4)ncnc32)c1,-3%,3%,-6%,1%,·,-2%,5%[15.4 µM],2%
CCc1ccc(-n2nc(CO)c(C(=O)NCC(c3ccccc3)c3ccccc3)n2)cc1,·,-4%,16%[76.3 µM],·,·,1%,·,8%
CC(C)Cn1c(SCC(=O)Nc2cccc(S(N)(=O)=O)c2)nc2ccccc2c1=O,8%,-4%,-4%,1%,6%,?,0%,-13%
CCC(CC)NC(=O)c1cccc(Oc2ccccc2)c1,1%,1%,11%,-2%,?,-13%,-6%,-6%
